HT1080-NT tox: kills 2HG-producing HT-1080-NT fibrosarcoma cells; HT-1080-NT fibrosarcoma viability, CellTiter-Glo ATP luminescence, 48 h; Potency, µM (titrated, usually from 46.1 µM), inactives show top-dose activity, negative = less viability, most hits filed as cytotoxic; actives 1.6% (n = 360,000);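 note: NT is the 2HG producing partner of a matched IDH1 knockdown line; potency is the fitted concentration of half-maximal effect; 0% = DMSO-treated cells and -100% = media-only wells without cells; nearly all actives have a fitted effect of over 55% in size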
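Fibrosarcoma NT cells, 750 per well in 5% FBS RPMI, were exposed to compound for 48 hours. Viability: CellTiter-Glo luminescence.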
SW480 rereplic: inducers of DNA re-replication in SW480 colon cancer cells | actives 1.8% (n = 340,000) | SW480 DNA re-replication, Hoechst DNA content imaging, 48 h | AID 624297 | Potency, µM (top dose mostly 46.1 µM), without a hit: top-dose re-replication activation, usual class: activators; note: potency is the fitted concentration of half-maximal effect; % of control where 0% means no effect; nearly all actives have a fitted effect of over 55% in size
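Hoechst fluorescence of nuclei (405 nm excitation, 500-530 nm emission) measured by plate-scanning imager after 48 hr compound exposure at 37 C; re-replication scored as increased number of nuclei with elevated intensity.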
HT1080 IDH1KD tx: kills HT-1080 cells with IDH1 knockdown. HT-1080 IDH1 knockdown viability, ATP luminescence, 48 h. Potency, µM (doses to about 46.1 µM), inactives show top-dose activity, negative = toxicity, most hits filed as cytotoxic. actives 2% (n = 360,000). AID 686971;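 note: potency is the fitted concentration of half-maximal effect; 0% = DMSO wells and -100% = cell-free medium wells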
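Using the IDH1-knockdown HT-1080 line run in the same batch and compound series as the NT line, viability after 48 h at 37 °C was determined by CellTiter-Glo luminescence and expressed as % activity.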
ATXN2 expr inh: reduces ATXN2 reporter expression in HEK-293 cells; HEK-293 ATXN2-luciferase reporter, luminescence, 24 h; Potency, µM (highest dose often 57 µM), without a hit: at the highest dose activity change, negative = inhibition, usual class: inhibitors; actives 0.72% (n = 360,000); note: potency is the fitted concentration of half-maximal effect; % is set by controls: 0 for no effect and ±100 for the full control effect; nearly all actives have a fitted effect of over 55% in size
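qHTS (up to 57 uM final) was run with 24 h compound exposure of reporter cells at 37 °C. Each well was multiplexed: SteadyGlo luminescence measured ATXN2-luciferase expression after a fluorogenic Gly-Phe-AFC viability readout (25 uM final).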
IL-1B inflam inh: inflammasome signaling inhibition, IL-1 beta readout; THP-1 LPS/ATP IL-1B secretion, AlphaLISA, 16 h; active compounds read low; activity change, % at 57.5 µM; actives 4.7% (n = 360,000); AID 743279; in the data active = activity change below about -50%; inconclusive = mostly about -30% to -49%; note: % is set by controls: 0 for no effect and ±100 for the full control effect
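Secreted IL-1B measured by AlphaLISA bead assay after 16 h compound exposure of THP-1 cells; compounds (final up to 57.5 uM) added 1 h before LPS (250 ng/mL) and ATP (1.25 mM) stimulation; lower signal means less secretion.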
KB-V1 MDR tox: kills drug-selected multidrug resistant KB-V1 cells. KB-V1 MDR cells viability, CellTiter-Glo, 72 h. Potency, µM (titrated, usually from 46.1 µM), inactives show at the highest dose activity change, negative = cytotoxicity, hits mostly cytotoxic. actives 3.4% (n = 400,000). AID 1347076; note: potency is the fitted concentration of half-maximal effect; % is set by controls: 0 for no effect and ±100 for the full control effect; nearly all actives have a fitted effect of over 60% in size
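qHTS viability screen in drug-selected KB-V1 MDR cells: 72 h compound treatment at 37 degrees C, ATP luminescence end point.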
ATXN viability: cell viability loss in ATXN counter-screen. Potency, µM (titrated, usually from 56.7 µM), actives largely listed as cytotoxic. S2 cells (HEK-293 line with an ATXN2-luciferase reporter) viability, CellTiter-Fluor protease fluorescence, 24 h. actives 0.49% (n = 400,000). AID 651635; note: potency is the fitted concentration of half-maximal effect; nearly all actives have a fitted effect of over 40% in size
KB-3-1 cytotox: KB-3-1 parental cell cytotoxicity; KB-3-1 viability, CellTiter-Glo ATP luminescence, 72 h; actives 1.4% (n = 400,000); Potency, µM (doses to about 46.1 µM), inactives show at the highest dose activity change, negative = cytotoxic, actives largely listed as cytotoxic; AID 1347075; note: potency is the fitted concentration of half-maximal effect; % is set by controls: 0 for no effect and ±100 for the full control effect; nearly all actives have a fitted effect of over 60% in size
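Screening of KB-3-1 cells (DMEM, 10% FBS, phenol-red free) ran from lowest to highest compound concentration; after 72 h at 37 °C viability was read luminescently and curves fitted.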
MCF10A rerep: DNA re-replication induction in MCF 10a cells | MCF 10A DNA re-replication, Hoechst nuclear intensity, 48 h | Potency, µM (top dose mostly 46.1 µM), without a hit: at the highest dose activity, positive = re-replication, most hits filed as activators | actives 2.9% (n = 350,000) | AID 624296; note: potency is the fitted concentration of half-maximal effect; % of control where 0% means no effect; nearly all actives have a fitted effect of over 50% in size
* hit, by the source's call; i = inactive; ? = inconclusive; / = not tested or not shown; [ ] = remark or other dose. Unless noted, calls come from the whole dose curve; as a rule, active = well fitted curve in the direction sought with a large enough effect; inconclusive = small, poorly fitted or top-dose-only effect, or another doubt; inactive = no such curve, though single readings can be large; an effect the other way counts as inactive or inconclusive.

SMILES | HT1080-NT tox | SW480 rereplic | HT1080 IDH1KD tx | ATXN2 expr inh | IL-1B inflam inh | KB-V1 MDR tox | ATXN viability | KB-3-1 cytotox | MCF10A rerep
Cc1nc(=O)c(-c2ccccc2)c(C)n1CCCO | 7% | -2%[9.22 µM] | 9% | 0% | -11 | 4% | i | 0% | -24%
Cc1ccc(Oc2nsnc2N2CCOCC2)cc1 | 9% | -21% | 1% | / | 8 | 12% | / | -6% | -2%
Cc1cccc(C(O)c2ncc(-c3ccc(Cl)cc3)[nH]2)c1C (centres undefined) | ? | / | ? | -32% | -7 | -6% | 22µM* | 0% | /
CCc1ccc(N(CC(=O)Nc2sc3c(c2C(=O)OC)CCCC3)S(C)(=O)=O)cc1 | 2% | 0% | 10% | 7% | 12 | 9.2µM* | ? | -25% | 6%
Cc1cc2ccccc2c(=O)n1CC(=O)NCCC1=CCCCC1 | -7% | 1% | -11% | -5% | 9 | ? | i | 1% | -1%
Cc1c(CC(=O)O)c(=O)oc2cc3occ(-c4ccc(F)cc4)c3cc12 | 16% | -8% | 9% | -10% | 19 | 0% | i | -5% | 12%
C[C@H](NC(=O)C1CCN(S(=O)(=O)c2ccccc2)CC1)C(=O)NCc1cccc(C(F)(F)F)c1 | -17% | -4% | -6% | -16% | 29 | -7% | i | -4% | 2%
COc1ccc(CNC(=O)c2cccc3c(-c4ccc(F)c(F)c4)coc23)cc1OC | ? | / | 16µM* | 0% | -10 | -21% | i | -10% | /
CC(=O)c1cccc(-c2ccnc3c2CC(C(=O)Nc2cccc(NS(C)(=O)=O)c2)O3)c1 (centres undefined) | ? | / | 18µM* | -30% | -10 | 0% | i | ? | /
CCN(Cc1ccc(O)cc1)CC1CCCN(CCc2cccc(F)c2)C1 (centres undefined) | ? | -4% | ? | / | -17 | -6% | i | -1% | ?
COc1ccccc1CNC(=O)C(C)Sc1ccc(C)cc1 (centres undefined) | -3% | 1% | 3% | -27% | 0 | -3% | / | -6% | -13%
Nc1ccccc1Nc1ccccc1 | -3% | ? | -8% | -2% | -12 | ? | i | -22% | ?
CC(C)(C)OC(=O)N1CCc2onc(-c3ccc(-n4cc(C5=CCCCC5)nn4)cc3)c2C1=O | 19% | / | 18% | / | 29 | ? | / | -24% | /
CCNc1nc(NCC)n2c(SCC(=O)Nc3ccc(C)c(C)c3)nnc2n1 | 11% | -77%[inhibitor] | 12% | -13% | 7 | 11% | i | 17% | -5%
CC1(Cc2ccc(Cl)cc2)C(=O)Nc2ccc(S(=O)(=O)NC3CCCCC3)cc21 (centres undefined) | ? | / | ? | ? | -8 | ? | ? | ? | /
Cc1ccc(C(C)C)c(O)c1C(=O)O | 3% | -22% | 0% | -11% | 21 | 9% | i | 0% | -27%
O=C(/C=C/[C@H]1O[C@@H](n2cnc3c(NC(=O)c4ccccc4)ncnc32)[C@H](O)[C@@H]1O)NCC1CCCCC1 | 17% | / | 27% | 3% | -18 | 12% | i | 0% | /
COc1cc(O)c(C(CC(=O)N2CCOCC2)c2ccc(N(C)C)cc2)c(OC)c1 (centres undefined) | 6% | -9% | 17% | 3% | -3 | -4% | i | 3% | -4%
O=c1cc(N2CCCCC2)c(-c2ccccc2)nn1Cc1cccc(F)c1 | -28% | -35%[inhibitor] | ? | / | -3 | -29% | i | 2% | 21µM*
O=C(CCCn1c(SCC(=O)c2ccc(F)cc2)nc2ccccc2c1=O)NCc1ccco1 | -11% | 4% | ? | -39% | 57 | 5.8µM* | i | -16% | ?
COc1ccc(OC)c(CCNC(=O)c2c(C)oc3ncn(CC(C)C)c(=O)c23)c1 | / | / | / | -23% | / | -20% | ? | -9% | /
CCOCC(=O)Nc1c(C(=O)Nc2ccc3c(c2)OCO3)oc2ccccc12 | 4% | -7% | -3% | 12% | 23 | 0% | i | 0% | 2%
O=C(NCc1ccccc1)c1cc[n+](CC(=O)c2cccs2)cc1 | ? | -1% | 22% | -14% | -4 | 15% | i | 22% | 14%
COc1ccc(Nc2nc3cc(Cl)c(Cl)cc3n3cnnc23)cc1Cl | / | / | / | 2% | / | 9% | i | 7% | /
Cc1ccc(NC(=O)CSc2nc3ccc(NC(=O)c4cccs4)cc3s2)cc1 | / | / | / | -30% | / | 11% | ? | -6% | /

The list continues.
SMILES | HT1080-NT tox | SW480 rereplic | HT1080 IDH1KD tx | ATXN2 expr inh | IL-1B inflam inh | KB-V1 MDR tox | ATXN viability | KB-3-1 cytotox | MCF10A rerep
Cc1ccc(S(=O)(=O)N2CCCc3cc(NC(=O)c4ccc(C(C)(C)C)cc4)ccc32)cc1 | / | / | / | 14% | / | -1% | i | -12% | /
CNC(=O)C[C@@H]1CC[C@@H]2[C@H](COC[C@H](O)CN2S(=O)(=O)c2ccccc2Cl)O1 | 14% | / | 15% | / | -1 | 6% | / | 12% | /
CCc1ccc(/C=C2\SC(N3CCCC3)=NC2=O)cc1 | -1% | 1% | -6% | -22% | -60* | ? | i | -3% | 1%
CCOc1ccccc1NC(=O)c1ccc(CN2CCc3ccccc3C2)cc1 | 8% | -3% | -6% | -12% | 1 | -19% | i | 7% | ?
CC(C)=C(NC(=O)c1ccccc1)C(=O)NCCCC(=O)O | -4% | -3% | 11%[9.24 µM] | 1% | 17 | -3% | i | -10% | -1%
Cc1ccc(-n2c(Cc3cccs3)nnc2SCC(=O)Nc2ccc(S(N)(=O)=O)cc2)cc1 | 13% | 20% | 2% | 4% | 4 | -13% | i | 26% | 15%
CN(C)/C=C/C(=O)c1cnc(-c2ccccn2)s1 | 2% | 0% | 12% | / | 0 | 2% | i | ? | -17%
CCN(CC)S(=O)(=O)c1ccc(C)c(NC(=O)COC(=O)CCC(=O)c2cccs2)c1 | -3% | -8% | 8% | 1% | 17 | -26% | i | -16% | 6%
O=C1CCCCN1CCC(=O)N1CCCC(N2CCN(c3ccccc3)CC2)C1 (centres undefined) | 4% | 21% | 9% | 8% | 17 | 10% | i | 0% | 5%
COc1ccccc1OCCNC(=O)c1ccc2c(c1)CCC2 | 9% | -3% | 6% | 23% | -2 | ? | i | 11% | 0%
O=C(CCN1C(=O)/C(=C/c2ccccc2)SC1=S)Nc1cccnc1 | 3% | -10% | 11% | -7% | -7 | 9% | i | 23% | -1%
COc1cccc2cc(-c3nc(-c4ccc(C)cc4)c(C)s3)c(=O)oc12 | / | / | / | 4% | / | ? | i | 9% | /
COc1ccc(S(=O)(=O)N2CCCCC2)cc1C(=O)N1CCCCCC1 | 1% | -2% | 2% | 2% | -2 | -25% | i | 3% | 3%
CCOc1ccc(N=C(C)c2ccccc2O)cc1 | -24% | -4% | ? | 6% | 9 | 1% | i | 6% | -2%
O=C(CCCn1c(=S)[nH]c2cc3c(cc2c1=O)OCO3)NCc1ccccc1Cl | 5% | -1% | 1% | -4% | 15 | 5% | i | 16% | -2%
COc1ccccc1/C=C/C=N/N1CCN(Cc2cccc3ccccc23)CC1 | 8% | -2% | 12% | 12% | -22 | 4% | i | -1% | ?
O=C(COc1cccc(C(F)(F)F)c1)Nc1cccc(S(=O)(=O)NC2=NCCCCC2)c1 | -13% | 0% | -4% | -16% | -17 | -16% | i | -4% | ?
CSc1ccc(CCNS(=O)(=O)c2csc(C(N)=O)c2)cc1 | -5% | -6% | -5% | -9% | 1 | 7% | i | -12% | 2%
COc1ccc(OCC(=O)Nc2ccccc2O)cc1 | -15% | 12% | -10% | 29% | 26 | 16µM* | i | 4% | 0%
Clc1ccc(OCCn2ccnc2)c(Br)c1 | -14% | -5% | -8% | -7% | -12 | ? | i | 3% | 5%
CCN(CC)S(=O)(=O)c1ccc2[nH]cc(C(=O)NC3CC3)c(=O)c2c1 | 6% | -4% | 1% | / | 31 | 9% | i | 1% | 2%
Cc1cc(NS(=O)(=O)c2ccc(NC(=O)CNS(=O)(=O)c3ccccc3)cc2)nc(C)n1 | -2% | 1% | -1% | 3% | 0 | 0% | i | -14% | -1%
COc1ccccc1OCCCn1c(=O)sc2ccccc21 | 6% | -1% | 0% | 33%[activator] | -8 | 15µM* | i | 12% | 15%
NC(=O)CC[C@@H]1NC(=O)[C@@H]2CCCN2C(=O)c2cc([N+](=O)[O-])cc(I)c2NCCCC[C@@H](C(=O)NC(CC(=O)O)C(N)=O)NC1=O (some centres undefined) | 9% | -19% | 6% | -5% | 16 | 14% | ? | 0% | -1%
CC1(C(=O)NS(=O)(=O)C2CC2)CCCN(C(=O)c2ccco2)C1 (centres undefined) | 10% | / | 26% | 6% | 16 | 14% | i | 0% | /
O=C(CN1CCCN(Cc2ccc(F)cc2)S1(=O)=O)NC1CCCC1 | 1% | -6% | 1% | -9% | 7 | -27% | i | 0% | 0%
CCOc1ccc(NC(=S)Nc2ccccc2C2(C)CC2)cc1 | 3% | ? | -20% | -29% | ? | ? | i | ? | ?
CCOc1ccc(-n2c(SCC(=O)NCc3ccco3)nc3ccccc3c2=O)cc1 | -3% | -7% | -1% | -4% | 54 | -3% | i | 4% | -2%
CC1=NN(c2nc3ccccc3[nH]2)C(=O)C1Cc1ccccc1 (centres undefined) | 2.1µM* | 2.9µM* | ? | 10µM* | 62 | ? | ? | ? | ?
O=C(Nn1c(Cc2ccccc2)nc2ccccc2c1=O)c1c(O)c2cccc3c2n(c1=O)CCC3 | 3% | -33%[inhibitor] | 6% | -39% | 6 | ? | ? | 24% | ?
